# Screening data (PubChem)
# CHRM4 PAM: human M4 muscarinic receptor positive allosteric modulators, primary screen, CHO-K1 cells, Fluo-8 calcium fluorescence; CHO-K1 hM4/Gqi5, ACh EC20; 0% = ACh EC20, 100% = maximal ACh; activation, % at 3 µM; hit rate 0.4% among 360,000;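 active = activation above its plate's cutoff, the mean activation of sample wells plus 3 SD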; also: some results filed as inactive read as strong as hits
# Target sequence (P08173 whole entry, looked up): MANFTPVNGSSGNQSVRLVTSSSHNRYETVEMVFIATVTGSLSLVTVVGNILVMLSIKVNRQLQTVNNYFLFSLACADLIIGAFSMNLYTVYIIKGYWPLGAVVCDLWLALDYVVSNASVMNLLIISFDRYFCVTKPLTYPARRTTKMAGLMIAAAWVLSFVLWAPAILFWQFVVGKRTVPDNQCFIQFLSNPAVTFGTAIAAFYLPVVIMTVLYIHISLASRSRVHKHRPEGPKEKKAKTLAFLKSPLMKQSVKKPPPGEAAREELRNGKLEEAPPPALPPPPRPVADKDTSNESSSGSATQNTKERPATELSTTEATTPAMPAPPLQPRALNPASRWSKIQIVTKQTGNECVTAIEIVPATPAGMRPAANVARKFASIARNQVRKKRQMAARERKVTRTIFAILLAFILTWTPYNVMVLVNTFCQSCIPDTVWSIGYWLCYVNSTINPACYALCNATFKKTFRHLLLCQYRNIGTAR
# M4 ag: human M4 muscarinic receptor agonists, primary screen, CHO-K1 cells, Fluo-8 calcium fluorescence; Muscarinic acetylcholine receptor M4 (Homo sapiens), P08173; CHO-K1 hM4/Gqi5; vehicle 0%, full acetylcholine response 100%; activation, % at 3 µM; hit rate 0.14% among 360,000;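 active = activation above the run mean over all test wells plus 3 SD, cut at about 32% in these data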;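 also: peak over basal fluorescence ratio per well then scaled between controls; 0% = DMSO wells and 100% = acetylcholine at EC100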
# M1 PAM parental: nonselective calcium activators in parental CHO-K1 cells, primary screen, counter-screen for M1 PAM project, cell-based, Fluo-8 calcium fluorescence, full deck, 1536-well. AID 602247, 2012. activation, % at 3 µM. hit rate 0.02% among 360,000. ATP EC20; 0% at ATP EC20, 100% at ATP max;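 active = activation above the run cutoff, the mean activation of all test compounds plus 3 SD, cut at about 40% in these data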;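 also: peak over basal fluorescence ratio in a 140 s read after ATP addition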
# CHO-K1 Ca ag: counter-screen for M1 agonists: effect in parental CHO-K1 cells; Fluo-8 calcium fluorescence; scaled to maximal ATP response, vehicle zero; activation, % at 3 µM; hit rate 0.48% among 360,000; in the data active = activation above about 15%;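 also: untransfected CHO-K1 host cells lacking M1 receptor as counterscreen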
# CHRM4 antagonist: human M4 muscarinic receptor antagonists, primary screen, CHO cells, Fluo-8 calcium fluorescence; Muscarinic acetylcholine receptor M4 (Homo sapiens), P08173; CHO-hM4 cells, ACh EC80; inhibition, % at 3 µM; hit rate 0.73% among 360,000;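 active = inhibition above its plate's cutoff, the mean inhibition of sample wells plus 3 SD, cut at about 27% in these data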;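 also: 0% = acetylcholine EC80 with DMSO and 100% = DMSO without agonist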
# CHO-K1 Ca antag: counter-screen for M1 antagonists: effect in parental CHO-K1 cells; inhibition, % at 3 µM; ATP-induced calcium, Fluo-8 fluorescence; hit rate 0.6% among 360,000;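 active = inhibition above a per-plate cutoff, the plate's mean sample inhibition plus 3 SD, cut at about 24% in these data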;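 also: 0% = DMSO plus EC80 ATP and 100% = DMSO alone without ATP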
# CHRM5 antagonist: human M5 muscarinic receptor antagonists, primary screen, CHO cells, Fluo-8 calcium fluorescence; Muscarinic acetylcholine receptor M5 (Homo sapiens), P08912; CHO-hM5 cells, ACh EC80; inhibition, % at 3 µM; hit rate 0.59% among 360,000; AID 624040, 2012;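 active = inhibition above a per-plate cutoff, the mean of that plate's test compounds plus 3 SD, cut at about 27% in these data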;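 also: 0% = acetylcholine EC80 with DMSO and 100% = DMSO without agonist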
# Target sequence (P08912 whole entry, looked up): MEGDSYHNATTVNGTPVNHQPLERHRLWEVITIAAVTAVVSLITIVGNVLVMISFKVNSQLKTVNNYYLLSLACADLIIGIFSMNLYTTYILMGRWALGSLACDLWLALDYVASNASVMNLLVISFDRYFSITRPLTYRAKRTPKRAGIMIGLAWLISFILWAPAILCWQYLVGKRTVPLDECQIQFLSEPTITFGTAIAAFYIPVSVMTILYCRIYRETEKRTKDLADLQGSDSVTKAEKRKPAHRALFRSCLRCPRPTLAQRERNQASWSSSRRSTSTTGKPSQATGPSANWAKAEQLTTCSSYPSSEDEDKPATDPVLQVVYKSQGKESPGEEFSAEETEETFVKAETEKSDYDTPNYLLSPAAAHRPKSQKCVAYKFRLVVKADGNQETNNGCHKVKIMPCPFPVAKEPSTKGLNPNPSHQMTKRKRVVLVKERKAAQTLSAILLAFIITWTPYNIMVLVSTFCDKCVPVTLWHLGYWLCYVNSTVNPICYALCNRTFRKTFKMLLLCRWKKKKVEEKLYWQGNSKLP
# M5 ag: human M5 muscarinic receptor agonists, primary screen, CHO-K1 cells, Fluo-8 calcium fluorescence | CHO-K1 hM5 cells; 0% DMSO wells, 100% maximal acetylcholine response | Muscarinic acetylcholine receptor M5 (Homo sapiens), P08912 | AID 624037, 2012 | hit rate 0.19% among 360,000 | activation, % at 3 µM;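 active = activation above the run's mean over test compounds plus 3 SD, cut at about 23% in these data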;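 also: signal is peak over basal fluorescence ratio across the kinetic read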
# CHRM5 PAM: human M5 muscarinic receptor positive allosteric modulators, primary screen, CHO-K1 cells, Fluo-8 calcium fluorescence. Muscarinic acetylcholine receptor M5 (Homo sapiens), P08912. CHO-K1 hM5, ACh EC20 PAM; 0% = ACh EC20, 100% = ACh EC100. activation, % at 3 µM. hit rate 0.3% among 360,000;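 active = activation above the run cutoff, the mean activation of all test compounds plus 3 SD, cut at about 18% in these data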
#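 Measured by: Fluo-8 calcium fluorescence; material: human M5 receptor in CHO-K1 cells; schedule: Post-acetylcholine fluorescence recording 140 s; benchmarks: low control EC20 acetylcholine (0%), high control EC100 acetylcholine (100%); read-out: Max/basal fluorescence ratio as % of EC20–EC100 ACh window; compound: single dose, 3 µM nominal final test concentration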
# * marks the source's active call; other numbers are inactive results.
# Below each SMILES: CHRM4 PAM, M4 ag, M1 PAM parental, CHO-K1 Ca ag, CHRM4 antagonist, CHO-K1 Ca antag, CHRM5 antagonist, M5 ag, CHRM5 PAM
O=C(Nc1nnc(S(=O)(=O)N2CCCCCC2)s1)c1ccccc1F
  -2, 5, -10, 4.2, -2, 1, 1, 4, -10
O=C(COC(=O)Cc1ccccc1F)NCc1ccccc1Cl
  -1, -1, 15, 0.8, 3, -10, 15, 0, 1
CN(C)S(=O)(=O)N1CCN(C(=O)c2cccs2)CC1
  1, 3, 9, 1.9, 7, -17, -1, -2, 2
O=C(C1CC(=O)N(c2ccccc2F)C1)N1CCOCC1 (centres undefined)
  -2, 0, -6, -0.2, 7, -7, 9, 3, -4
CN(CC(=O)N1CCC(C(N)=O)CC1)S(=O)(=O)c1ccc2ccccc2c1
  -6, 1, -8, -0.5, -1, 10, 2, -6, 2
CN(c1ccccc1C(=O)Nc1cccc(Br)c1)S(=O)(=O)c1ccccc1
  -3, 1, 16, 0.2, 13, -5, 4, -3, -1
Cc1cc2c(cc(C(=O)OCC(=O)NCc3cccs3)n2C(C)C)o1
  -3, 1, -7, -0.2, -10, 15, -1, -5, -4
CCN(CC)c1ccc(CN(C(=O)c2cccs2)C2CCS(=O)(=O)C2)cc1 (centres undefined)
  1, 0, 0, 0.0, -5, -11, 13, -6, -4
O=c1[nH]c2ccccc2c(O)c1O
  7, 1, 17, 0.5, -6, 1, 6, 4, 3
Cc1cc(C(=O)CN2C(=O)C(=O)N(C3CCCC3)C2=O)c(C)n1CCc1ccc(F)cc1
  5, 4, 6, 0.9, -10, -18, 0, 1, 5
O=C(NCCO)C(F)(F)C(F)(F)C(F)(F)OC(F)(C(=O)NCCO)C(F)(F)F (centres undefined)
  3, 1, 2, 0.5, 1, -17, -1, 0, 8
C/C=C/c1ccc(OCC(O)CNCCc2ccc(OC)cc2)c(OC)c1 (centres undefined)
  -1, 2, 5, -0.3, -8, 8, 1, -1, 4
CCC(=O)N(CC(=O)Nc1sc(C)c(C)c1C(N)=O)Cc1ccc(F)cc1
  7, 3, -1, 0.1, -14, -9, -8, 5, 1
COc1ccc(OC)c(S(=O)(=O)Nc2cc(OC)c(Cl)cc2OC)c1
  8, 4, -4, 0.5, -12, -3, -8, 1, 6
O=C(OCc1ccccc1)N1Cc2ccnnc2CC1c1ccccc1Br (centres undefined)
  -7, 3, 0, 0.3, 3, 32*, 12, 1, -7
COc1cc(NS(=O)(=O)c2ccc(NS(=O)(=O)c3ccc(C)cc3)cc2)nc(OC)n1
  -1, 0, 9, 1.1, 1, -14, 0, -1, 2
CC1(C)CC(=O)C2=C(C1)N(CC1CCCO1)C(=O)NC2(C(F)(F)F)C(F)(F)F (centres undefined)
  -6, 1, 25, 0.6, 5, -20, -5, 1, 4
O=C(Nc1nncs1)c1cccc(S(=O)(=O)N2CCCCC2)c1
  1, 2, 2, 0.9, -12, 5, -1, 1, -3
O=C(O)c1cccc(CSc2nnc(-c3cccnc3)o2)c1
  1, 1, -10, -0.1, -8, -3, -8, 7, 11
CC(C)c1ccc(OCC(=O)N2CCN(C(=O)c3ccco3)CC2)cc1
  4, 2, 1, 5.1, -1, 10, -2, -5, 4
Cc1cccc(NC(=O)CNC(=O)COC(=O)c2ccc(C(C)(C)C)cc2)c1C
  13, 2, 0, 1.4, -36, -17, 6, -2, -10
Cc1ccc2nc(COC(=O)c3ccc(Cl)nc3)cc(=O)n2c1
  0, 1, 12, 0.7, -1, -7, 5, 0, 2
CCOC(=O)C1CCN(C(=O)CSCCSCC(=O)N2CCC(C(=O)OCC)CC2)CC1
  -5, 2, 0, 1.3, 1, -4, 6, 4, -7
O=C(CC[C@H]1O[C@@H](n2ccc(=O)[nH]c2=O)[C@H](O)[C@@H]1O)NCc1ccccc1
  4, 1, 17, 1.4, 2, -12, 2, 2, -3
C/C(=N\NC(=O)c1cc(C(C)C)[nH]n1)c1ccncc1
  -14, 0, 3, 0.5, 4, -8, 2, -2, 11
O=C(C1Cc2ccccc2CN1S(=O)(=O)c1ccc(F)cc1)N1CCOCC1 (centres undefined)
  3, 0, 5, -0.6, -6, -26, -1, 1, -2
CC1(C(=O)NS(=O)(=O)c2ccc(Cl)cc2)CCN1C(=O)c1ccccc1 (centres undefined)
  9, 1, 0, 0.2, -2, -3, 1, 1, 0
O=C(Cc1cccs1)NCc1cccc(F)c1
  -1, 1, 10, -0.1, -19, 0, -2, -4, -2
N#Cc1ccc(S(=O)(=O)N2CCN(C(=O)c3cn(-c4ccccc4)nc3-c3cccnc3)CC2)cc1
  15, 1, 14, 0.2, -9, -7, -3, 4, 9
C=CCNC(=S)Nc1ccccc1-c1nnc2n1CCCCC2
  -16, 1, 17, 0.2, 4, -6, 30*, -9, -16

# Sorted by value in CHRM4 antagonist (low to high): some entries from above.
Structure	CHRM4 antagonist
O=C(Nc1nncs1)c1cccc(S(=O)(=O)N2CCCCC2)c1	-12
CC(C)c1ccc(OCC(=O)N2CCN(C(=O)c3ccco3)CC2)cc1	-1
CCOC(=O)C1CCN(C(=O)CSCCSCC(=O)N2CCC(C(=O)OCC)CC2)CC1	1

# Further results follow.
# Below each SMILES: CHRM4 PAM, M4 ag, M1 PAM parental, CHO-K1 Ca ag, CHRM4 antagonist, CHO-K1 Ca antag, CHRM5 antagonist, M5 ag, CHRM5 PAM
O=C(NCCc1nc2ccccc2[nH]1)/C(=C/c1ccco1)NC(=O)c1ccccc1Br
  -5, 3, -2, 0.8, 6, 8, 0, -4, -3
CCOC(=O)C1CCN(C(=O)C(C)Sc2ccc(Cl)cc2)CC1 (centres undefined)
  -3, 2, 5, 0.0, -4, 1, 4, 1, 1
Cc1cc(Cl)ccc1NC(=S)NCCCO
  1, 1, 13, 0.5, -6, -5, -3, -1, -1
CCCOc1ccc(/C=C/C(=O)N2CCOCC2)cc1
  2, 1, 11, 2.0, 0, -4, -8, 3, 0
CC1(C)CC(NC(=O)c2ccc(Cl)cc2)CC(C)(C)N1
  -3, 0, 18, 0.8, -6, -4, -1, -2, 1
COc1ccccc1CNC(=O)c1ccc(NS(=O)(=O)c2c(C)noc2C)cc1
  0, 1, -5, -0.6, -10, 10, 0, -2, 1
C=CC(=O)Nc1ccc(CN2C(=O)N(c3c(Cl)c(OC)cc(OC)c3Cl)Cc3cnc(NCCCCN(CC)CC)nc32)cc1
  -16, 2, -6, -0.3, 14, -4, 17, -12, -25
COC(=O)c1cc2c(N)c(C(=O)c3ccc(Cl)cc3)sc2nc1C(OC)OC
  -25, 11, -2, 4.2, 7, 6, 25, -2, -20
Cc1ccc(C(=O)c2cc(C)sc2N)cc1
  2, -2, 12, -0.3, -1, 2, 3, -7, -6
Cc1ccccc1C(=O)N1CCC(C(=O)NC2CCCCC2)CC1
  2, 1, -1, 0.7, -4, -13, 2, -1, 2
C/C(=N\NS(=O)(=O)c1ccc(C)cc1)c1ccc(C)o1
  -4, 0, 7, 0.6, -2, 4, 11, -3, 10
O=C1OCCC1=COCCCCOC=C1CCOC1=O
  4, 1, 17, 1.0, -8, 0, 7, 3, 5
NC1=NC(=O)C(c2ccccc2)C(=O)N1 (centres undefined)
  -1, 0, 18, 1.0, 4, -6, 20, 1, 3
CC1=C(C(=O)O)N2C(=O)C(NC(=O)c3ccc(F)cc3)C2SC1 (centres undefined)
  0, 0, -10, 0.2, 3, 0, -1, 2, -1
COc1ccc2ccccc2c1CNCc1ccccn1
  6, 1, 8, 0.6, -5, -1, 19, -2, -16

# Complete entries as entered above. Screens in order: CHRM4 PAM, M4 ag, M1 PAM parental, CHO-K1 Ca ag, CHRM4 antagonist, CHO-K1 Ca antag, CHRM5 antagonist, M5 ag, CHRM5 PAM
# O=C(COC(=O)Cc1ccccc1F)NCc1ccccc1Cl in the list: -1, -1, 15, 0.8, 3, -10, 15, 0, 1
# C=CCNC(=S)Nc1ccccc1-c1nnc2n1CCCCC2 in the list: -16, 1, 17, 0.2, 4, -6, 30*, -9, -16
# C/C=C/c1ccc(OCC(O)CNCCc2ccc(OC)cc2)c(OC)c1 (centres undefined) in the list: -1, 2, 5, -0.3, -8, 8, 1, -1, 4
# O=C(Nc1nncs1)c1cccc(S(=O)(=O)N2CCCCC2)c1 in the list: 1, 2, 2, 0.9, -12, 5, -1, 1, -3
# O=C(O)c1cccc(CSc2nnc(-c3cccnc3)o2)c1 in the list: 1, 1, -10, -0.1, -8, -3, -8, 7, 11

# New compounds follow:
# Below each SMILES: CHRM4 PAM, M4 ag, M1 PAM parental, CHO-K1 Ca ag, CHRM4 antagonist, CHO-K1 Ca antag, CHRM5 antagonist, M5 ag, CHRM5 PAM
Cn1c(C(=O)NCCCN2CCN(c3cccc(Cl)c3)CC2)cc2c(=O)n(C)c3ccccc3c21
  -8, 11, 13, 1.1, -13, -17, 4, 0, -7
COc1ccc(CCNC(=O)CSc2nnc(NC(C)=O)s2)cc1OC
  10, 1, 16, 1.1, -2, 0, 2, 2, 6
CN1c2ccc(Cl)cc2C(=O)NC1c1ccc([N+](=O)[O-])s1 (centres undefined)
  -7, 5, 28, 9.6, -7, -11, -2, 5, 2
O=C(NCc1cccnc1)C1c2ccccc2C(=O)N1C1CCCC1 (centres undefined)
  4, 1, 10, 0.2, -2, -4, -4, 0, 2
C=CC(=O)NC1CC2CCC1(C)C2(C)C (centres undefined)
  11, 1, 8, 0.3, -9, -7, -3, 0, 8
CC(=O)c1cccc(NC(=O)C(OC(=O)/C=C/c2ccc3c(c2)OCO3)c2ccccc2)c1 (centres undefined)
  -9, 2, 4, 0.3, 10, -1, 8, 1, -6
O=C(c1ccc2c(c1)OCO2)C1CCCN(C(=O)NCc2ccccc2)C1 (centres undefined)
  3, 1, 13, 0.7, -6, -8, 5, -1, -4
CCOC(=O)c1ccc(NC(=O)CSc2nc(C)nc3c2c(=O)n(C)c(=O)n3C)cc1
  -1, 15, 5, 3.4, -13, 10, 6, 4, -10
Cc1ccc2[nH]c(-c3cccc(F)c3)cc(=O)c2c1
  -1, 2, -11, -0.4, 6, 8, 16, 2, -12
CCOC(=O)c1cnn(-c2ccccc2)c1NC(=O)C(F)(F)C(F)(F)C(F)(F)F
  10, 3, -1, 1.1, 0, 1, 0, 2, 0
Cc1c(NC(=O)c2cc(C(C)C)on2)c(=O)n(-c2ccccc2)n1C
  -5, -1, -9, 0.3, 7, 7, 5, -4, -2
CC(C)OCc1c(C(=O)Nc2nccs2)oc2ccccc12
  5, 6, -2, 1.8, 1, -7, -2, 8, 3
